Screening data from PubChem BioAssay.
Giardia FBPA inh: blocks Giardia fructose-bisphosphate aldolase activity. purified Giardia FBPA. Potency, µM (top dose mostly 59.6 µM), inactives show at the top dose activity, negative = inhibition, most hits filed as inhibitors. hit rate 0.71% among 290,000; also: potency is read from the fitted curve at half-maximal effect; nearly all actives have a fitted effect of over 55% in size
Target sequence (A8B2U2 whole entry, looked up): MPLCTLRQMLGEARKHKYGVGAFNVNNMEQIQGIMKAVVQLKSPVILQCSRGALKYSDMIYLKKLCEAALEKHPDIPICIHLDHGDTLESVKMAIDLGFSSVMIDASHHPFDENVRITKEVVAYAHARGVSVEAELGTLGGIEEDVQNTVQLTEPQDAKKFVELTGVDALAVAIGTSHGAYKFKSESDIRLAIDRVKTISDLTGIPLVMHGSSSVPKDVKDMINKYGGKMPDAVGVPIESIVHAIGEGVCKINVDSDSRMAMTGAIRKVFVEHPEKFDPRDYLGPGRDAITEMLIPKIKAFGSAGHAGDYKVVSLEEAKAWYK
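Giardia FBPA (40 nM reagent) was preincubated 10 min at RT with compound (up to 57.5 uM final), then substrate plus GAPDH/TPI/NAD/arsenate coupling system with diaphorase/resazurin was added; resorufin fluorescence (525/598 nm) was read after 20 min.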
AmpC no deterg: blocks E. coli AmpC beta-lactamase in detergent-free assay | P00811 | AmpC nitrocefin hydrolysis, absorbance 480 nm, 0.0001% Triton | Potency, µM (series often up to 57.1 µM), for inactives: at the top dose activity change, negative = inhibition, usual class: inhibitors | hit rate 0.52% among 330,000;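 also: potency is read from the fitted curve at half-maximal effect; plate controls were no compound for no effect and no enzyme for full effect; nearly all actives have a fitted effect of over 20% in size; some results filed as inactive show a strong effect at the top dose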
Target sequence (P00811 whole entry, looked up): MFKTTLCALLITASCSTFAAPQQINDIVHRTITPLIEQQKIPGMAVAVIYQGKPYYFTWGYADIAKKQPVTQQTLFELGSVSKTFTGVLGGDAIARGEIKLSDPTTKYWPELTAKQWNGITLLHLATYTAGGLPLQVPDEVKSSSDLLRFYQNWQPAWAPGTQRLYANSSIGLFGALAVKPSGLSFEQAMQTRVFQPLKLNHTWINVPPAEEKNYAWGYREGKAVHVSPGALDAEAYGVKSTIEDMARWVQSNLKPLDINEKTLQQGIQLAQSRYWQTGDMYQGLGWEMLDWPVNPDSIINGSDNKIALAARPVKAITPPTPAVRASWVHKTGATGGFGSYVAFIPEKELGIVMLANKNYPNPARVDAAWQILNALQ
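20 mM phosphate pH 7.0 + 0.01% (detergent screen) or 0.0001% Triton X-100; 5.3 nM AmpC reagent; cpd preinc 15 min RT; nitrocefin (800 uM stock) to start; A480 q20 s × 4 min; Activity was normalised to no-enzyme and no-compound control wells.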
Sm TGR block: blocks Schistosoma mansoni thioredoxin glutathione reductase | purified TGR, DTNB reduction, TNB absorbance 405 nm | Q962Y6 | hit rate 3% among 360,000 | Potency, µM (doses to about 114 µM), for the others: top-dose activity change, negative = inhibition, usual class: inhibitors; also: potency is read from the fitted curve at half-maximal effect; nearly all actives have a fitted effect of over 60% in size
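Kinetic colorimetric format: TGR-catalysed, NADPH-driven DTNB reduction monitored via TNB absorbance. Enzyme dispensed at 20 nM; compound exposure 15 min at room temperature before reaction start.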
HCV inhibitor: inhibitors of hepatitis C virus infection; Huh7.5.1 HCVcc-Cre infection, luciferase reporter, 44 h; Potency, µM (highest dose often 41.8 µM), without a hit: top-dose activity change, negative = inhibition, hits mostly inhibitors; hit rate 3.4% among 340,000; AID 651820; also: potency is read from the fitted curve at half-maximal effect
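Seed cells (1,000/well) for 4 h; treat with compound and infect with HCVcc-Cre, moi about 0.5. Incubate 44 h, then detect luciferase activity.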
HCMV inh: inhibitors of human cytomegalovirus; activity change, negative = inhibition, % at 57.5 µM; HFF cells, HCMV-luciferase reporter, 72 h; stronger effect = lower value; AID 1259415; hit rate 4.5% among 410,000; in the data active = activity change below about -60%; inconclusive = no clear call, values can overlap the other calls; inactive = above about -39%
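Screen run at 2 compound doses on HFFs infected with reporter HCMV, MOI 1 PFU/cell. Luciferase activity from cell lysates at 72 h post infection gave inhibition relative to buffer-only and Salinomycin wells.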
AmpC inh detg: blocks E. coli AmpC beta-lactamase in detergent assay; hit rate 0.041% among 370,000; AID 485294; AmpC hydrolysis of nitrocefin, absorbance 480 nm, 0.01% Triton; P00811; Potency, µM (titrated, usually from 114 µM), without a hit: top-dose activity change, negative = inhibition, hits mostly inhibitors;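 also: potency is read from the fitted curve at half-maximal effect; 0% = no-compound wells and -100% = no-enzyme wells; nearly all actives have a fitted effect of over 25% in size; some results filed as inactive show a strong effect at the top dose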
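20 mM phosphate pH 7.0 + 0.01% (detergent screen) or 0.0001% Triton X-100; 5.3 nM AmpC reagent; cpd preinc 15 min RT; nitrocefin (800 uM stock) to start; A480 q20 s × 4 min; Activity was normalised to no-enzyme and no-compound control wells.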
Numbers without * were called inactive; u = inconclusive; x = not tested or not shown; & = joins results of further samples; [ ] = another dose, or the depositor's remark. Unless noted, calls follow the shape of the dose curve; as a rule, active = well fitted curve in the direction sought with a large enough effect; inconclusive = small, poorly fitted or top-dose-only effect, or another doubt; inactive = no such curve, though single readings can be large; an effect the other way counts as inactive or inconclusive. Unless noted, % is scaled to controls: 0 for no effect and ±100 for the full control effect.

SMILES	Giardia FBPA inh	AmpC no deterg	Sm TGR block	HCV inhibitor	HCMV inh	AmpC inh detg
Cc1nnc(N/N=C/c2ccc([N+](=O)[O-])cc2)n1N	15.8µM*	-12.6%	53.4%[activator]	-2.6%	3.4	7.5%
N#Cc1ccc(CSc2ccccn2)c(Cl)c1	-5.4%	-25.5%	-13.6%	10.9%	5.2	-14.8%
COCc1nnc(NC(=O)CCC2CCCCC2)s1	8.8%	2.3%	-2.2%	u	21.5	-10.9%
Cc1c(C)c2ccc(O)c(CN3CCN(C)CC3)c2oc1=O	1.5%	-11.7%	-35.6%	3.3%	35.4	-2.3%
CN1CCN(c2nc(N)c(Br)c(Cl)n2)CC1	-0.1%	-16.7%	0.9%	-19.7%	23.2	-7.3%
COc1cccc(C(=O)Nc2cc([N+](=O)[O-])ccc2N2CCN(C)CC2)c1	1.5%[12.9 µM]	4.4%	14.0%	-22.4%	63.0	-10.6%
CCOC(=O)C1=C(C)N=c2s/c(=C\c3cccc(OCC(=O)O)c3)c(=O)n2C1c1ccccc1OC (stereo unspecified)	9.2%	-14.7%	14.1%	15.3%	-6.7	4.0%
Fc1ccccc1Cn1nnc(-c2ccc3c(c2)OCO3)n1	3.1%	-20.2%	-19.0%	-28.0%	53.4	-7.3%
COc1ccc(C(O)P(=O)(OC(C)C)OC(C)C)cc1 (stereo unspecified)	1.7%	-19.0%	12.3%	24.4%	2.8	3.4%
O=C1OC(/C=C/c2ccccc2)=NC/1=C/c1ccco1	1.4%	-18.4%	-21.3%	2.8%	-4.7	u
Cc1ccc(CCNC(=O)CCN2N=C(c3ccc(C)cc3)CCC2=O)cc1	x	x	0.1%	x	41.9	-7.6%
COc1ccc2c(c1OC)CN1CCc3cc4c(cc3[C@@H]1[C@@H]2O)OCO4	-8.8%	-35.4%	-3.2%	-14.1%	x	u
Cc1ccccc1NC(=S)N/N=C1\CC(C)(C)Oc2ccc(O)cc21	-17.0%	-42.1%	5.2%	u	-35.5	12.1%
O=S(=O)(NCc1ccco1)c1ccc(Cl)cc1Cl	7.0%	-17.1%	44.7µM*	3.3%	-30.1	u
COC(=O)CCn1nnc(-c2ccc(C(C)C)cc2)n1	6.7%	26.4%	-2.5%	-0.8%	-62.4*	1.9%
Cc1ccccc1CN1CCc2c(OCC(=O)N3CCCc4ccccc43)cccc2C1=O	-4.4%	73.8%[activator]	4.7%	12.6µM*	-61.6*	-0.2%
CCC(c1nnnn1Cc1ccccc1)N1CCN(C(=O)c2ccco2)CC1 (stereo unspecified)	-2.2%	9.9%	u	-0.8%	-26.2	-5.5%
COC(=O)c1c(-c2ccc(OC)cc2)sc2ccc(-c3ccc4c(c3)OCO4)cc12	x	-38.7%	x	4.7%	-31.1	x
COc1ccc(C(=O)COC(=O)Cc2c[nH]c3ccccc23)c(OC)c1	x	-12.5%	-4.1%	u	-27.5	-0.6%
COc1cc(NC(=O)COc2ccc(Br)cc2)ccc1NC(=O)C(C)C	5.2%	-3.1%	x	u	-4.6	4.4%
Cc1cc2c(cc1C)C(c1ccccc1Br)CC(=O)N2 (stereo unspecified)	0.3%	-36.1%	-1.2%	0.1%	33.8	-4.5%
CCCc1nnc(SCC(=O)N2CCOCC2)n1CCCOC	3.4%	0.2%	0.0%	14.5%	-5.1	-7.5%
CCOc1ccc(CCNC(=O)c2nc(-c3cccc(F)c3)n3c2CCCCC3)cc1OCC	x	x	5.5%	x	0.8	-2.1%
CCOc1ccc(CN(CCc2ccc3c(c2)OCO3)Cc2cccc(C)c2)cc1	x	x	-2.7%	x	88.1	2.2%
O=C(NC1CCN(Cc2ccc(F)cc2)CC1)c1ccccc1	-13.4%	1.6%	0.0%	-7.2%	8.2	0.5%
COc1ccc(NC(=O)C(Cc2ccccc2)NS(=O)(=O)c2ccc3c(c2)oc(=O)n3C)c(OC)c1 (stereo unspecified)	x	x	21.8%	x	-13.8	-4.3%
CCOCCCNC(=S)Nc1ccc2nc(N3CCOCC3)cc(C)c2c1	-22.4%	-10.5%	-35.5%	-17.3%	-25.6	4.9%
COc1ccccc1NC(=O)C1CCCN(S(=O)(=O)c2ccc3[nH]c(=O)ccc3c2)C1 (stereo unspecified)	-2.3%	-1.1%	7.2%	-16.8%	-0.2	-11.9%
Cc1cccc(C(=O)NCCc2nnc(SCC(=O)Nc3cccc(C(=O)O)c3)n2C)c1	x	-10.6%	2.2%	4.5%	-26.0	-8.8%
O=C(COc1ccccc1)NCCc1cn2ccsc2n1	-0.7%	-1.3%	-2.0%	-0.5%	15.0	-17.2%

Only HCMV inh, for two of the compounds above:
mol	HCMV inh
CCC(c1nnnn1Cc1ccccc1)N1CCN(C(=O)c2ccco2)CC1 (stereo unspecified)	-26.2
CCCc1nnc(SCC(=O)N2CCOCC2)n1CCCOC	-5.1

(continued)
SMILES	Giardia FBPA inh	AmpC no deterg	Sm TGR block	HCV inhibitor	HCMV inh	AmpC inh detg
CC(=O)Nc1c2c(nn1-c1ccccc1)CSC2	-3.4%	-11.6%	5.8%	4.5%	0.0	-0.2%
Clc1cccc(C[n+]2cc(-c3ccccc3)n3c2CCC3)c1	1.7%	5.4%	-0.4%	8.3%	-70.0*	-1.5%
C=CCNC(=O)C1CCN(c2cnccn2)CC1	-2.1%	-4.8%	2.8%	14.5%	15.4	4.7%
COc1ccc(C)cc1NC(=O)CN1CCCN(S(=O)(=O)c2ccc(Br)cc2)CC1	-5.2%	3.9%	-0.9%&-2.5%	u	-35.2&-4.5	-7.5%&4.3%
Fc1cccc(Cc2noc(CN3CCSCC3)n2)c1	9.8%	6.6%	-23.3%	-7.7%	-3.9	-7.4%
O=C(CCn1c(=O)c2ccccc2n(CC(=O)NC2CCCC2)c1=O)NCCc1ccc(Cl)cc1	3.8%	-8.0%	-0.4%	u	19.9	u
COC(=O)[C@@H]1CC[C@H](C)[C@@H](c2ccc(C)cc2)N1C(=O)c1ccc(/C=N/O[C@H](C)c2cn([C@@H]3COC[C@H]3O)nn2)cc1	-17.8%	316.4%[activator]	-16.0%	-2.1%[8.37 µM]	x	u
Cc1ccc(NC(=O)Cn2cncc2-c2ccc([N+](=O)[O-])cc2)cc1C	2.4%	-22.8%	8.8%	32.8%[activator]	u	-6.0%
CN(C)S(=O)(=O)c1cccc(NC(=O)CNC2CCCCC2)c1	u	-14.4%	2.8%	-6.7%	0.0	6.2%
COC(=O)c1sccc1NC(=O)c1ccncc1	-1.1%	-1.0%	-5.0%	-6.3%	21.5	-8.9%
CN(/N=C/c1ccc(N(C)C)cc1)C1=NS(=O)(=O)c2ccccc21	13.9%	-4.4%	5.0%	-10.0%	-16.3	-3.9%
Cc1ccc(C(=O)CSc2nnc3c4ccccc4nc(Cc4ccccc4)n23)cc1	-9.5%	-27.0%	-3.7%	-10.7%	-16.3	-9.0%
Cc1cc(S(=O)(=O)N2CCN(c3ccccc3F)CC2)ccc1-n1cnnn1	-8.8%	4.7%	0.4%	u	-77.2*	1.3%
CCCSc1ncc(Cl)c(C(=O)N(Cc2ccc(N(C)C)cc2)C2CCS(=O)(=O)C2)n1 (stereo unspecified)	x	x	-3.3%	x	u	-7.6%
COc1ccccc1CNC(=O)c1cc2cc3ccc(Cl)cc3nc2o1	x	x	1.8%	x	-3.3	2.9%
Cc1nc2c(c(C)c1CCC(=O)NCc1ccc(Cl)cc1)c(=O)n(C)c(=O)n2C	x	x	-1.4%	x	7.9	22.0%
COCCN(C(=O)CSc1nc2ccccc2o1)c1c(N)n(Cc2ccccc2)c(=O)[nH]c1=O	x	-17.0%	3.0%	8.3%	-3.0	u
Cc1cccc(NC(=S)N2CCN(S(=O)(=O)c3ccc(F)cc3)CC2)c1	-12.2%	-32.8%	0.6%	5.2%	u	-1.1%
Cc1ccc(NC2CCCN(C(=O)c3cnc4ccccn4c3=O)C2)cc1C (stereo unspecified)	-7.9%	4.5%	-14.7%	3.6%	-28.3	-5.1%
CC1CN(S(=O)(=O)c2ccc(C(=O)Nc3ccccc3F)cc2)CC(C)O1 (stereo unspecified)	x	0.2%	x	-27.8%	u	x
COc1ccc(CNC(=O)Cn2cncn2)cc1OC	2.0%	-8.5%	6.4%	17.8%	-10.6	u
COc1ccc(OC)c(NC(=O)c2ccc3nc(C(C)C)oc3c2)c1	x	x	6.5%	x	32.2	5.3%
COCCn1c(SCC(=O)NC2CCCCC2)nnc1-c1ccco1	2.7%	-10.0%	8.9%	0.8%	-32.9	-9.8%
COc1ccc(CN2CCc3c([nH]c4ccccc34)C2)c(OC)c1C	u	-12.6%	3.8%	-1.3%	-2.7	u
NC(=O)CN1CCCC1=O	-2.4%	-2.2%	0.7%	2.7%[8.37 µM]	-34.3	u
Cc1ccccc1NC(=S)N1CCOCC1	-6.3%	-11.7%	6.1%	7.7%	4.6	-1.5%
Cc1nc2ccccc2c(=O)n1NC(=O)/C=C/c1ccc(Br)cc1	12.5%	-43.4%	1.2%	0.9%	-18.3	-8.1%
Cc1oc(-c2cccc(Cl)c2)nc1CN1CCCC(C(=O)NCCc2ccc(Cl)cc2)C1 (stereo unspecified)	x	x	-7.3%	x	7.3	4.3%
CC(=O)c1c(O)cc(=O)n(-c2ccccc2)c1-c1cccc2ccccc12	8.6%	-25.6%	-19.1%	-10.5%	16.0	2.4%
COc1ccc(NC(=O)c2nc(S(C)(=O)=O)ncc2N(Cc2ccc(C)cc2)Cc2ccco2)cc1Cl	x	x	0.0%	x	6.1	18.7%
O=[N+]([O-])c1ccc(NS(=O)(=O)c2cccc3cccnc23)cc1	-25.4%	-29.6%	1.2%	8.4%	-23.4	-13.7%
CCc1nnc(NC(=O)CSc2nccn2-c2ccc(OC)cc2)s1	x	x	u	x	u	-0.8%
Nc1c(Cl)c(Cl)nc(C(=O)N/N=C/c2ccco2)c1Cl	2.8%	-21.6%	-6.2%	2.6%	54.2	-7.9%
COc1ccc(Cl)cc1NC(=O)CN(C)C(=O)c1ccc2c(c1)CC(c1ccccc1)OC2=O (stereo unspecified)	x	139.6%[activator]	-9.2%	u	-39.5	-1.6%
CC1CC(=O)N(c2ccc(NCCc3ccc(O)cc3)c([N+](=O)[O-])c2)C1=O (stereo unspecified)	-3.4%	-39.4%	-5.7%	u	29.1	-2.6%

5 entries from above, as a markdown table.
| SMILES | Giardia FBPA inh | AmpC no deterg | Sm TGR block | HCV inhibitor | HCMV inh | AmpC inh detg |
| --- | --- | --- | --- | --- | --- | --- |
| O=C(CCn1c(=O)c2ccccc2n(CC(=O)NC2CCCC2)c1=O)NCCc1ccc(Cl)cc1 | 3.8% | -8.0% | -0.4% | u | 19.9 | u |
| COC(=O)[C@@H]1CC[C@H](C)[C@@H](c2ccc(C)cc2)N1C(=O)c1ccc(/C=N/O[C@H](C)c2cn([C@@H]3COC[C@H]3O)nn2)cc1 | -17.8% | 316.4%[activator] | -16.0% | -2.1%[8.37 µM] | x | u |
| Cc1ccc(NC(=O)Cn2cncc2-c2ccc([N+](=O)[O-])cc2)cc1C | 2.4% | -22.8% | 8.8% | 32.8%[activator] | u | -6.0% |
| CN(C)S(=O)(=O)c1cccc(NC(=O)CNC2CCCCC2)c1 | u | -14.4% | 2.8% | -6.7% | 0.0 | 6.2% |
| COC(=O)c1sccc1NC(=O)c1ccncc1 | -1.1% | -1.0% | -5.0% | -6.3% | 21.5 | -8.9% |
